# Apaf1 inhib: blocks human Apaf-1 apoptosome activity; inhibition, % at 20 µM; 330,000 tested, 0.71% active; O14727; AID 489030; reconstituted apoptosome caspase-3 activity, DEVD-Rh110 fluorescence; active means inhibition of at least 40% at 20 µM;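 further: plate controls were DMSO wells for no effect and DEVD-CHO caspase inhibitor wells for full effect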
#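 detection = Rh110 fluorescence intensity | test system = biochemical Apaf-1 apoptosome reconstitution | also added = cytochrome c and DEVD-Rh110 substrate | schedule = 30 min plus 50 min, RT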
# SENP8 block-1: blocks human SENP8 cleavage of Nedd8 substrate | 360,000 tested, 0.64% active | recombinant SENP8, Nedd8 substrate fluorescence | AID 602440 | Q96LD8 | inhibition, % at 20 µM; in the data active means inhibition mostly above about 40%, no sharp cut-off; inactive means mostly below about 27%
# Target sequence (Q96LD8 whole entry, looked up): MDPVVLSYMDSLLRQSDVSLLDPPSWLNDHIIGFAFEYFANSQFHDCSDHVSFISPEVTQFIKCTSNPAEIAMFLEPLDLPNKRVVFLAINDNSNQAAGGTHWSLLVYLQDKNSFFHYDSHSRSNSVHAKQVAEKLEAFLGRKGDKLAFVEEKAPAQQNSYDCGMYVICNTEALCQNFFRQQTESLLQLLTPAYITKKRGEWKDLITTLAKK
# UBC13 polyUb: inhibitors of human UBC13 polyubiquitin chain formation; inhibition, % at 20 µM; 330,000 tested, 0.47% active; TR-FRET; in the data active means inhibition above about 45%, passing the limit was not always enough
# Target sequence (P61088 whole entry, looked up): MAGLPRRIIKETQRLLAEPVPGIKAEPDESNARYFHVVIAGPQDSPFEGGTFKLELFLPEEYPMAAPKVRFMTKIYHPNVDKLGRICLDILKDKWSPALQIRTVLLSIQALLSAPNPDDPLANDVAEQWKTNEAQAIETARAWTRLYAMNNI
# SENP6 block: blocks the human protease SENP6. 330,000 tested, 1.8% active. Recombinant SENP6 catalytic domain, aminoluciferin luminescence. AID 2599. inhibition, % at 10 µM. Q9GZR1;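 active means inhibition above about 50% at the single tested dose, limit read from the data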;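 further: plate controls were DMSO wells with enzyme for no effect and DMSO wells lacking enzyme for full effect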
# SENP1 FRET inh: inhibitors of human SENP1 SUMO protease catalytic domain; Q9P0U3; recombinant SENP1 catalytic domain, CyPet-SUMO1-YPet FRET cleavage; inhibition, % at 10 µM; 360,000 tested, 0.21% active; AID 624204;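 active means inhibition at least 30% at 10 µM, raw YFP signal under a set limit, fluorescence ratio 0.5 to 1.5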;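 further: 0% = enzyme with DMSO and 100% = no enzyme wells; some results filed as inactive read as strong as hits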
# Target sequence (Q9P0U3 419-644 limits assumed): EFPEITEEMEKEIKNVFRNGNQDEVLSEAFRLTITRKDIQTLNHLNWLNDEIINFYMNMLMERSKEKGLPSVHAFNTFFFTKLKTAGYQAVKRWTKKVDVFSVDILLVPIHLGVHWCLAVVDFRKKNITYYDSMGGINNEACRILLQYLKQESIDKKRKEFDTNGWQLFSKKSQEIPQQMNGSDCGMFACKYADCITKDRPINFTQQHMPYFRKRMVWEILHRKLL
#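 Controls: no-enzyme wells low, DMSO-plus-enzyme wells high control. Test system: human recombinant His6-tagged SENP1 catalytic domain enzyme. Reagent: SFCypet-SUMO1-SFYpet FRET protein substrate, 25 nM final. Doses: one dose per compound, 10 µM, 0.5% DMSO. Detection: FRET, CFP and YFP emission. Timing: 50 min reaction at room temperature.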
# SENP8 block-2: inhibitors of human SENP8 protease. Q96LD8. purified SENP8, Z-RLRGG-aminoluciferin cleavage, luminescence. inhibition, % at 10 µM. 330,000 tested, 1.2% active. AID 2540; in the data active means inhibition above about 50%
# A3G deaminase: inhibitors of human APOBEC3G DNA deaminase | Q9HC16 | recombinant A3G, ssDNA deamination FAM/TAMRA fluorescence | inhibition, % at 20 µM | AID 493012 | 330,000 tested, 0.28% active;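 active means inhibition of at least 40% at 20 µM, with no more than 30% in the related APOBEC3A deaminase screen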;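 further: plate controls were DMSO wells with A3G for no effect and wells lacking A3G enzyme for full effect; some compounds called inactive have numbers as strong as hits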
# SENP7 inh: blocks the human protease SENP7; recombinant SENP7, Z-RLRGG-aminoluciferin luminescence, 40 min; inhibition, % at 5 µM; 330,000 tested, 1.5% active;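 active means inhibition above about 50% at the single test dose, limit read from the data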;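 further: plate controls were DMSO with enzyme for no effect and no enzyme buffer wells for full effect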
# Target sequence (Q9BQF6 706-1050 limits assumed): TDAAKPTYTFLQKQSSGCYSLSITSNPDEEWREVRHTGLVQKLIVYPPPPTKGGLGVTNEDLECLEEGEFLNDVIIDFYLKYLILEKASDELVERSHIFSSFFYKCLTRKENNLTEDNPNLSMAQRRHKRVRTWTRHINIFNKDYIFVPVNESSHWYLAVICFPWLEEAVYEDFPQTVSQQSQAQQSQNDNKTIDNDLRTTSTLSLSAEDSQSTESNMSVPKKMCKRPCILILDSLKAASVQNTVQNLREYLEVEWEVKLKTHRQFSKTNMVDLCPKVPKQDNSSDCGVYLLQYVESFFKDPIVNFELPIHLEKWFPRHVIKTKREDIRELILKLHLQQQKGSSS
# * hit, by the source's call; nt = no result given. No enrichment for hits; any-hit rate near 3.6%.
# Second line of a record: Apaf1 inhib	SENP8 block-1	UBC13 polyUb	SENP6 block	SENP1 FRET inh	SENP8 block-2	A3G deaminase	SENP7 inh
COc1ccc(/C=N\NC(=O)CNC(=O)C2COc3ccccc3O2)cc1[N+](=O)[O-] (stereo unspecified)
  5	0	-3	-12	1	-13	-4	16
COc1ccc(OC)c(C2=CC(=O)C[C@H](c3ccc4c(c3)OCO4)C2)c1
  15	-55	5	-17	3	-4	-11	-5
C/C(=N/O)c1ccc2c(c1)OCCOCCOc1cc(/C(C)=N/O)ccc1OCCOCCO2
  16	-6	0	-4	-6	0	2	-2
COc1ccc2c(=O)cc(C(F)(F)C(F)(F)F)oc2c1
  -8	5	2	-36	1	2	-2	-3
Cc1c(CC(=O)O)c(=O)oc2cc3oc4c(c3cc12)CCCC4
  3	-246	-2	-5	-7	-4	-3	1
Cc1cc(=O)oc(C)c1C(=O)OCC(=O)c1ccc2ccccc2c1
  19	4	-4	-10	-2	-4	-7	4
CC1=CCC2COC(c3ccc[n+](Cc4ccccc4)c3)C1C2 (stereo unspecified)
  -9	16	9	-7	2	-6	1	2
CCOc1ccc(N(Cc2ccccc2F)C2=NC3CS(=O)(=O)CC3S2)cc1 (stereo unspecified)
  -4	10	14	6	2	8	-8	-1
COC(=O)Cc1ccc(NC(=O)c2ccc3c(c2)C(=O)N(Cc2ccco2)C3=O)cc1
  -9	6	-11	-29	0	-6	0	1
COc1cc(C=O)ccc1Oc1nnnn1-c1ccc(C(N)=O)cc1
  -7	15	15	-10	3	-5	-1	-2
Cn1c(CNC(=O)CNC(=O)c2ccccc2F)cc(=O)n(C)c1=O
  -1	8	-6	6	1	4	-4	-7
COc1cc(CNC(C)c2ccccc2)cc(Br)c1OCc1ccc(F)cc1 (stereo unspecified)
  23	9	25	6	3	3	-7	-5
COCCCNC(=O)c1cc2cc(Br)ccc2oc1=O
  -3	11	-13	-21	0	4	1	-1
COc1c(F)c(F)c(C(=O)O)c(Nc2cccc(C)c2)c1F
  16	18	-6	6	2	1	-2	9
C=CCOc1ccc(C(=O)Nc2ccc3c(c2)n(C)c(=O)n3C)cc1
  2	10	-4	0	1	4	1	-7
Cc1nonc1CN(C)C(=O)c1ccc(OC2CCN(C(=O)c3cccnc3)CC2)cc1
  -4	1	4	7	3	-1	-2	3
CN(Cc1ccccc1)C(=O)C1CCN(S(=O)(=O)c2ccc3nc4c(c(C(=O)O)c3c2)CCCC4)CC1
  12	-32	-7	-11	-12	-4	-9	-10
COc1ccc(NC(=O)C2CCCN(C(=O)Nc3ccc(F)cc3)C2)cc1OC (stereo unspecified)
  4	6	-4	-46	2	-5	-13	-9
COCCN(C(=S)Nc1cccc(OC)c1)C(C)c1cccs1 (stereo unspecified)
  6	6	15	-18	0	2	-6	3
O=C1OC(c2ccc(F)cc2)=N/C1=C\c1ccc(Br)o1
  38	9	-12	-10	1	-3	-4	-5
CC1(OC(=O)c2cccs2)C(=O)C=C2C=C(c3ccsc3)OC=C2C1=O (stereo unspecified)
  -11	nt	-67	-4	nt	4	4	-3
CCCCC(=O)N1CC(=O)Nc2ccc(F)cc2C1c1ccccc1 (stereo unspecified)
  5	14	-8	0	0	-8	4	-6
COc1ccc(CNC2CCCCC2C)c(OC)c1 (stereo unspecified)
  -13	-282	12	-11	-31	5	-4	-9
COc1ccc(CCNC(=O)COc2cccc3c2OC(C)(C)C3)cc1OC
  7	8	-9	-14	1	-6	-11	-12
c1ccc2oc(-c3csc(N4CCOCC4)n3)cc2c1
  3	-22	17	-32	-15	1	-8	3
CC(C)NC(=O)CCCc1ccccc1
  -9	18	-8	-9	4	-18	-4	-4
CN1C(=O)Nc2cccc3cccc1c23
  6	-17	-3	-1	0	2	-4	9
Cc1ccc(S(=O)(=O)CCC(=O)NCCc2ccc(Cl)cc2)cc1
  3	10	10	10	-1	1	-5	8
CCN1CCN(C(c2cccs2)C(C)NC(=O)c2ccccc2F)CC1 (stereo unspecified)
  -1	0	-2	-12	2	-7	-6	-15
N/C(=N\O)c1ccc(NC(=O)c2ccc(Br)o2)cc1
  -1	14	5	7	1	-13	-5	8
COC(=O)C1(Cc2cc(-c3cccc(Br)c3)no2)CCN(C(=O)OC(C)(C)C)CC1
  22	12	4	0	-1	8	14	-3
COc1ccc(C)cc1NC(=O)c1nnn(Cc2cc(C)ccc2C)c1N
  -6	8	20	-24	0	2	-3	-1
Cc1ccc(-n2c(C3CC3c3ccc(Cl)cc3)n[nH]c2=S)cc1 (stereo unspecified)
  10	11	-1	-4	1	1	-1	5
O=C(COC(=O)CCN1C(=O)C2CC=CCC2C1=O)NCCc1ccccc1 (stereo unspecified)
  -3	19	-10	5	0	-15	4	6
CCOc1ccccc1NC(=S)Nc1ncccc1C
  0	-2	12	15	-1	2	-7	-6
CCOC(=O)CCNC(C(=O)OCC)c1ccccc1 (stereo unspecified)
  0	11	-8	5	0	-10	-1	11
COc1ccc(OCc2cc(C(=O)N3CCCCCCC3)no2)c(Cl)c1
  8	2	2	-6	1	0	-7	0
Cc1ccc2c(Cl)cc(Cl)c(OCC(=O)Nc3cccc(S(=O)(=O)N(C)C)c3)c2n1
  13	4	10	-5	-6	2	-9	5
Cn1ncc(Br)c1C(=O)N/N=C/c1cccc(OC2CSC2)c1
  3	20	9	30	1	28	-2	-1
CCOC(=O)c1cnc2c(cnn2C)c1NCCCn1ccnc1
  -7	-1	-18	-14	2	-5	-4	-5
Cc1cc(-c2ccccc2)n2ncnc2n1
  -18	-45	2	-4	0	3	-4	3
CCOC(=O)c1ccc(NC(=O)CN2C(=O)C(CC)SC(CC)C2=O)cc1 (stereo unspecified)
  22	14	-5	-5	-2	0	0	4
c1ccc(-c2cncnc2)nc1
  0	22	-8	-10	2	-1	-10	-11
COc1ccc(OC)c(NC(=O)c2ccc3c(c2)C(=O)N(CC2CCCO2)C3=O)c1 (stereo unspecified)
  9	9	-2	-17	2	-7	-9	-6
CCCC(=O)Nc1nc(C(=O)OCC)cs1
  2	15	-4	-8	0	-2	-3	-9
CCOC(=O)Cc1csc(/N=C/c2c(O)n(-c3ccc(C)cc3C)c(=O)c3ccccc23)n1
  27	-169	-6	24	-29	-4	0	26
CCCCCCC1/C(=N\NC(=O)c2ccccc2)CCC1C(=O)OC (stereo unspecified)
  8	18	9	13	2	-2	-9	-9
CCOc1ccc(-c2c(C(=O)N/N=C/c3ccc(C)o3)nnn2-c2nonc2N)cc1
  16	-153	-19	-7	1	-3	0	10
Cc1ccc(CNC(=O)C(=O)NCC2OCCN2S(=O)(=O)c2cccs2)cc1 (stereo unspecified)
  2	12	3	-14	-2	-5	-4	9
COc1cccc(C(=O)NCCS(=O)(=O)N2CCCCCC2)c1
  18	13	6	-2	1	8	-9	-6

# More entries:
# Second line of a record: Apaf1 inhib	SENP8 block-1	UBC13 polyUb	SENP6 block	SENP1 FRET inh	SENP8 block-2	A3G deaminase	SENP7 inh
C/C(=N\NC(=S)NC1CCCCC1)c1ccc(C#N)cc1
  3	3	-1	-6	0	-6	-9	-3
CC1(C)Cc2noc(N)c2C(C)(C)N1OC(=O)c1ccccc1
  5	29	6	-6	-1	-3	-3	3
Brc1ccccc1C1=Nn2c(nnc2-c2ccco2)SC1
  -13	16	-9	3	4	4	-6	4
Oc1c(C(c2ccccn2)N2CCC(Cc3ccccc3)CC2)cc(Cl)c2cccnc12 (stereo unspecified)
  20	nt	-21	-14	nt	0	5	8
COc1cc(C(=O)N2CCN(C(=O)c3ccco3)CC2)c([N+](=O)[O-])cc1OC
  0	12	-7	-16	0	-3	9	3
CN(C(=O)CC1C(=O)NCCN1Cc1cccc(F)c1F)C1CC(C)(C)NC(C)(C)C1 (stereo unspecified)
  -1	0	4	-4	1	-6	-2	-11
O=C(O)COc1ccc2occ(C(=O)c3ccccc3)c2c1
  5	24	-2	36	2	12	-1	12
CCOc1ccc2nc(NCCNC(=O)c3cc(OC)c(OC)c(OC)c3)c(C#N)cc2c1
  6	-241	5	-10	-24	2	-4	5
CSc1ccccc1NC(=O)CN1C(=O)C2CC=CCC2C1=O (stereo unspecified)
  -2	21	4	-6	2	17	-3	-3
O=S(=O)(c1cccs1)N1CCN(C/C=C/c2ccccc2)CC1
  19	-36	-4	-6	-3	-11	5	-9
CCCCCn1c(CN2CCCCC2CC)nc2c1c(=O)n(C)c(=O)n2C (stereo unspecified)
  1	7	15	11	-1	3	2	-3
O=C(N/N=C/c1ccsc1)c1cc(-c2ccncc2)nc2ccccc12
  0	25	2	-3	4	-6	-1	-3
O=C(Nc1ccc(N2CCOCC2)cc1)c1ccc(S(=O)(=O)NCc2ccco2)cc1
  -13	10	-15	-10	3	1	-4	2
COc1ccc(CNC(=O)C(=O)NCC2OCCN2S(=O)(=O)c2ccc(C)cc2)cc1 (stereo unspecified)
  17	4	2	-11	1	4	0	10
O=C(CC1C[C@H](C(=O)N2CCOCC2)[C@@]2(CCC3CCCC3)c3[nH]c4ccccc4c3CCN2C1=O)NCCc1ccccn1 (stereo partly specified)
  13	7	3	-11	-6	-7	-2	2
Cc1ccc(NC(=O)CC(N)=S)cc1
  -13	4	-2	-1	1	5	-2	0
COC(=O)c1ccccc1NC(=O)CNCCc1ccc(OC)c(OC)c1
  4	17	1	-1	0	-1	-6	4
CSc1ccccc1C(=O)NCc1ccccc1C
  -1	7	0	-15	0	0	-3	7
CN(Cc1ccccc1)C(=O)COC(=O)CN1C(=O)c2ccccc2C1=O
  14	0	2	-20	2	-14	-7	-1
CC1(C)Cc2ccccc2-c2[nH]c(=S)[nH]c(=O)c21
  -10	12	62*	1	1	10	-7	13

# The list goes on (4 carried over from the part before).
# Second line of a record: Apaf1 inhib	SENP8 block-1	UBC13 polyUb	SENP6 block	SENP1 FRET inh	SENP8 block-2	A3G deaminase	SENP7 inh
COC(=O)c1ccccc1NC(=O)CNCCc1ccc(OC)c(OC)c1
  4	17	1	-1	0	-1	-6	4
CSc1ccccc1C(=O)NCc1ccccc1C
  -1	7	0	-15	0	0	-3	7
CN(Cc1ccccc1)C(=O)COC(=O)CN1C(=O)c2ccccc2C1=O
  14	0	2	-20	2	-14	-7	-1
CC1(C)Cc2ccccc2-c2[nH]c(=S)[nH]c(=O)c21
  -10	12	62*	1	1	10	-7	13
COc1ccccc1-c1nc2cc(Cl)ccc2c(=O)n1O
  3	-53	2	-20	2	1	0	7
O=C(NC(=S)Nc1ccccc1C(=O)O)c1cncc(Br)c1
  -6	-72	5	3	-3	11	12	-1
Cc1ccc(NS(=O)(=O)c2ccc(Cl)c(C(=O)Nc3cccc(C(=O)O)c3)c2)cc1
  5	20	-8	-17	1	-10	-1	-7
O=C(O)[C@H]1CCCN1S(=O)(=O)c1cccc2cccnc12
  -8	4	1	4	1	-1	-8	-11
CC(C)Oc1ccc(S(=O)(=O)N2CCOCC2)cc1NC(=O)C1CCC1
  3	17	4	-6	0	5	1	-8
CCn1c(=O)n(Cc2ccco2)c(=N)c2c3c(sc21)COC(C)(C)C3
  5	6	-4	-8	4	-3	1	2
COc1ccc(NC(=O)N(C)C[C@H]2Oc3c(NC(=O)c4ccncc4)cccc3C(=O)N([C@H](C)CO)C[C@@H]2C)cc1
  -2	14	-7	10	-3	4	-4	0
Cc1ccc(C(=O)c2ccc(CC(=O)O)n2C)cc1
  -5	-3	-16	-14	0	-9	1	-15

# Single values from the entries so far.
# Value of CCn1c(=O)n(Cc2ccco2)c(=N)c2c3c(sc21)COC(C)(C)C3 in SENP8 block-2: -3
# Value of Cc1ccc(C(=O)c2ccc(CC(=O)O)n2C)cc1 in Apaf1 inhib: -5
